Screens from PubChem.
p53ts 39C tox: cytotoxicity in p53ts cells at nonpermissive temperature; AID 902; H1299-p53A138V viability at 39C, ATP luminescence, 24 h; Potency, µM (series often up to 46.1 µM), for the others: at the highest dose activity change, negative = cell killing, hits mostly cytotoxic; 130,000 compounds, 1.5% hits; also: nearly all actives have a fitted effect of over 55% in size
Peg3 imprint: inducers of genomic imprint erasure in mouse ES cells; mouse ES Peg3-LacZ reporter, beta-gal luminescence, 40 h; Potency, µM (top dose mostly 60.7 µM), for the others: at the highest dose activity change, positive = activation, most hits filed as activators; 110,000 compounds, 0.02% hits;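 also: 0% = negative control wells on the plate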
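Gelatin-coated wells received 300 freshly trypsinized female ES cells with a Peg3LacZ-Neo reporter on the maternal allele, then incubated 40 hours at 37C. BetaGlo was added for 5 minutes at room temperature before a single luminescence read.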
IkB sig inh: IkB pathway inhibition in ABC-DLBCL cells; ABC-DLBCL IkBa-CBG/CBR dual luciferase ratio, 4 h; response scale: scaled: untreated 0%, proteasome inhibitor 100%; Potency, µM (series often up to 57.1 µM), for inactives: at the highest dose IkBa stabilization activation; 110,000 compounds, 0.04% hits; active = well fitted curve in the direction sought with a large enough effect in the signal ratio, not every such curve was filed as active; inconclusive = small, poorly fitted or top-dose-only effect, or a change in a side signal; the % refers to the signal ratio;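 also: the direction sought is a rising ratio; 0% = basal untreated cells and 100% = reference inhibitor full response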
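Curves were fitted separately to fusion (green), unfused (red) and ratio luminescence, then classed by r2, magnitude and activity. Cells: OCI-Ly3, 4 h compound plus doxycycline at 37C; 10 uM MG-132 defined full response.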
p53ts 32C kill: cytotoxicity in p53ts cells at permissive temperature; H1299-p53A138V at 32C, ATP luminescence viability, 24 h; Potency, µM (highest dose often 46.1 µM), for inactives: at the top dose activity change, negative = cytotoxicity, usual class: cytotoxic; 130,000 compounds, 0.93% hits; AID 924;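 also: 0% = DMSO and -100% = full killing by reference compound; nearly all actives have a fitted effect of over 55% in size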
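Cells: H1299 p53ts (A138V), 600/well, pre-incubated 16–30 h at 37C. Cpd up to 46 uM, 24 h, 32C. Readout: ATPlite luminescence, 20 min RT. Normalization: DMSO vs tamoxifen 100 uM. AC50 by Hill equation.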
* = called active by the depositor; ? = inconclusive; · = no result given; [ ] = remark or other dose. Unless noted, calls follow the shape of the dose curve; as a rule, active = well fitted curve in the direction sought with a large enough effect; inconclusive = small, poorly fitted or top-dose-only effect, or another doubt; inactive = no such curve, though single readings can be large; an effect the other way counts as inactive or inconclusive. Unless noted, % is scaled to controls: 0 for no effect and ±100 for the full control effect; potency is read from the fitted curve at half-maximal effect. Compounds as they come; overall some 1.8% were active at least once.

Second line of a record: IkB sig inh, p53ts 39C tox, Peg3 imprint, p53ts 32C kill
1) O=c1c(-c2ccc(F)c(F)c2)nc2cncnc2n1Cc1ccccc1Cl
  1.7%[11.4 µM], -8%, ·, -10%
2) CCNC(=O)C1CC(=O)N(Cc2ccc3c(c2)OCO3)C(=Nc2ccc(OCC)cc2)S1 (stereo not drawn)
  1.3%, -5%, -5%, -3%
3) Cc1cc(NCCCN2CCOCC2)n2c(nc3ccccc32)c1C#N
  0.3%, 7%, -7%, 2%
4) CCOc1ccc2ccccc2c1C(=O)N1CCN(c2ccccc2)CC1
  0.6%, -4%, -24%, 2%
5) Cc1ccc(S(=O)(=O)N(Cc2ccccc2)Cc2ccco2)cc1
  1.1%, -2%, -15%, 2%
6) O=C(NCCN1CCN(c2ccccc2)CC1)C1CCN(S(=O)(=O)c2cccc3nonc23)CC1
  -1.6%, -8%, -18%, -18%
7) CC(=O)N1c2c(cc(Br)cc2S(=O)(=O)Nc2ccccc2C)CC1C (stereo not drawn)
  ?, 20%, -7%[10.9 µM], 1%
8) Cc1cc(N2CCCC2=O)c(N)cc1N
  -1.7%, 7%, -11%, -4%
9) Cn1cc(S(=O)(=O)N2CCc3ccccc32)cc1C(=O)Nc1ccc(C(F)(F)F)cc1
  ?, -2%, -8%[10.9 µM], 18%
10) CCOC(=O)c1ccccc1NC(=O)CCc1nc(-c2ccc(C)cc2)no1
  0.0%, 8%, -4%[10.9 µM], 1%
11) CN(C)CCN1C(=O)C(=O)/C(=C(/O)c2ccc(F)cc2)C1c1ccccc1F (stereo not drawn)
  -3.4%, -2%, -8%, 0%
12) CCC(C(=O)N1CCN(c2cccc(C)c2C)CC1)n1nc(C)c2sc3ccccc3c2c1=O (stereo not drawn)
  ?, -12%, -12%[10.9 µM], -23%
13) Cc1ccc(C#N)c(=O)n1CC(=O)Nc1ccccc1C(F)(F)F
  4.9%, -24%, -7%[10.9 µM], 8%
14) Cc1cc(C)cc(N2CCn3c2nc2c3c(=O)n(Cc3ccc(Cl)cc3)c(=O)n2C)c1
  1.0%, -22%, -16%[10.9 µM], 7%
15) CC(c1ccco1)N(C(=O)C12CC3CC(CC(C3)C1)C2)c1ccccn1 (stereo not drawn)
  0.5%, -9%, -8%, 2%
16) Cc1cc(C)c(C(=O)CSc2nnc(-c3ccccc3Br)o2)cc1C
  0.9%, 3%, -9%, -2%
17) CCOc1ccc(Cn2nnc(C(=O)Nc3cccc(SC)c3)c2N)cc1
  -0.3%, -19%, -9%[10.9 µM], -5%
18) CC1CCN(S(=O)(=O)c2ccc3c(c2)N(CC(=O)NC(C)c2ccccc2)C(=O)CO3)CC1 (stereo not drawn)
  ?, -26%, 3%[10.9 µM], -4%
19) Cn1c(=O)c2c(ncn2CC(=O)OCC(=O)NC2CCCc3ccccc32)n(C)c1=O (stereo not drawn)
  0.3%, -8%, -7%, 2%
20) O=C(c1ccc2c3c(cccc13)CC2)N1CCN(c2ncccn2)CC1
  ?, 15%, -2%, 3%
21) Cc1ccccc1-n1c(=O)c2c3c(sc2n2cnnc12)CCCC3
  -2.1%, 21%, -5%[10.9 µM], 11%
22) CCOc1nc(C)ccc1-c1noc(CC)n1
  ·, 16%, ·, 1%
23) COc1ccccc1CC(=O)N1CCN(c2cccc(C(F)(F)F)c2)CC1
  ?, 2%, -17%, 7%
24) COC(=O)NC(c1ccc(Cl)cc1)C(C(C)=O)C(=O)OC (stereo not drawn)
  ·, -7%[9.22 µM], ·, 8%[9.22 µM]
25) CCCCNc1ccc(-c2nc(-c3ccco3)no2)cc1[N+](=O)[O-]
  ?, -8%, -9%[10.9 µM], -10%
26) CCOc1ccc(S(=O)(=O)n2nc(C)c(S(=O)(=O)N3CCCCC3)c2C)cc1
  0.1%, ?, -9%[10.9 µM], -4%
27) Cc1cc(C)c2c(n1)sc1c(O)cc(=O)[nH]c12
  -0.8%, -10%, -4%, -1%
28) C=C(C)OC(C)=O
  4.3%, 12%, 6%, 7%[1.84 µM]
29) Cc1cccc(Cn2c(=O)n(-c3cc(C)cc(C)c3)c(=O)c3oc4ccccc4c32)c1
  ?, 0%, -18%[10.9 µM], 12%
30) CC(=O)OC(C(=O)c1ccccc1)c1ccccc1 (stereo not drawn)
  -1.6%, -9%, -5%, -7%[1.84 µM]

Some of these compounds in order of their number in IkB sig inh, low to high.
nr | SMILES | IkB sig inh | Peg3 imprint
30 | CC(=O)OC(C(=O)c1ccccc1)c1ccccc1 (stereo not drawn) | -1.6% | -5%
26 | CCOc1ccc(S(=O)(=O)n2nc(C)c(S(=O)(=O)N3CCCCC3)c2C)cc1 | 0.1% | -9%[10.9 µM]
28 | C=C(C)OC(C)=O | 4.3% | 6%

The list continues.
Second line of a record: IkB sig inh, p53ts 39C tox, Peg3 imprint, p53ts 32C kill
31) COc1cc(NS(=O)(=O)c2ccc(C)cc2)c2ncccc2c1
  1.3µM*, -21%, -24%, 8%
32) CCOc1ccccc1-c1nc(C(N)=O)c2[nH]c(=O)n(-c3cccc(C)c3)c2n1
  -0.2%, -12%, -9%, 15%
33) Cc1cccc(NC(=O)CN(C)S(=O)(=O)c2ccc3c(c2)c(=O)n(C)c(=O)n3C)c1C
  -0.1%, -14%, -12%[10.9 µM], 0%
34) Cc1ccc(C)c(S(=O)(=O)NCCc2csc(-c3ccc(Cl)cc3)n2)c1
  ?, ?, -10%[10.9 µM], 8%
35) CCCCC(=O)Nc1ccccc1C(=O)OCC(=O)c1ccc2c(c1)OCCO2
  ·, 15%, ·, 2%
36) CC1=Nn2c(nnc2-c2ccccc2)SC1
  2.4%, 4%, -3%, 5%
37) Cc1nc2ccccn2c(=O)c1NC(=O)c1cccc(F)c1
  -0.9%, 8%, 20%[10.9 µM], -2%
38) CC(C)NC(=O)c1ccccc1NC(=O)c1ccccc1N(C)S(C)(=O)=O
  0.7%, 7%, -1%, 0%
39) CCOC(=O)CNc1c(-c2ccc(O)cc2)nc2ccc(Cl)cn12
  ?, ?, -19%, -22%
40) COc1ccc(CNC(=O)C2CCN(C(=O)c3ccc(-n4ccc5ccccc54)s3)CC2)cc1
  ?, -16%, -12%[10.9 µM], 1%
41) O=C(c1cccc(-c2nnc(-c3ccccc3)o2)c1)N1CCCCC1
  ?, 1%, -49%[inhibitor], -1%
42) Cn1c(=O)c2c(-c3cccc(Br)c3)n(C(C)(C)CO)cc2n(C)c1=O
  ?, 12%, -8%[10.9 µM], -4%
43) COc1ccc(NC(=O)NCc2cccn2Cc2ccc(F)cc2)cc1OC
  -0.3%, ?, 4%[10.9 µM], -1%
44) Cc1ccc(NC(=O)CSc2[nH]c(=O)ncc2C)cc1
  -2.0%, 10µM*, -21%[10.9 µM], 0.1µM*
45) CCn1ccc2c(OCC(=O)Nc3ccc(C(C)=O)cc3)cccc2c1=O
  2.3%, -9%, -4%[10.9 µM], 4%
46) CCOC(=O)c1ccc(N2C(=O)c3[nH]nc(-c4ccc(OC)cc4)c3C2c2cccc(O)c2)cc1 (stereo not drawn)
  ?, ?, 10%[10.9 µM], -15%
47) O=C(Cn1nc(Cc2cccnc2)c2ccccc2c1=O)Nc1cccc(C(F)(F)F)c1
  ?, 3%, -8%[10.9 µM], -11%
48) C=CCNC(=O)NC(=O)COC(=O)CCCSc1nc2ccccc2[nH]1
  ?, -14%, -22%, -7%
49) CCNc1ncc2nc(-c3ccc(OC)cc3)c(=O)n(-c3ccc(OC)cc3)c2n1
  1.5%[11.4 µM], -6%, ·, -6%
50) CCOc1ccc(N2C(=O)CC(SC(=NC)Nc3ccc(F)cc3)C2=O)cc1 (stereo not drawn)
  ·, -10%, ·, -5%
51) Cc1ccccc1C(=O)N1CCN(c2ccc(NC(=O)c3ccco3)cc2Cl)CC1
  ?, ?, -28%, ?
52) CC1CCN(C(=O)Cn2c(=O)oc3cc(S(=O)(=O)N4CCCCC4)ccc32)CC1
  1.2%, -3%, -14%[10.9 µM], 9%
53) Cn1nc(C(=O)NCc2cccnc2)c2ccccc2c1=O
  0.9%, 8%, -10%, 12%
54) O=C(c1ccco1)N1CCN(C(=O)C2CC(c3ccc(Cl)c(Cl)c3)=NO2)CC1 (stereo not drawn)
  ?, 2%, -11%, -12%
55) CCOc1ccc2[nH]c(=O)c(C(c3nnnn3Cc3ccco3)N3CCCC(C)C3)cc2c1 (stereo not drawn)
  ?, -5%, -9%, 13%
56) CN(C)c1ccc(CNC(=O)c2ccc(NC(=O)c3nsc4ccccc34)cc2)cc1
  ?, -6%, -11%[10.9 µM], -9%
57) CCc1ccccc1NC(=O)C(CCSC)NS(=O)(=O)c1ccc2c(c1)oc(=O)n2C (stereo not drawn)
  1.0%, 9%, -10%[10.9 µM], 3%
58) Cc1cc(C)c(S(=O)(=O)NCc2ccc3c(c2)CCN3C(=O)c2ccccc2)c(C)c1
  1.4%, -24%, -6%[10.9 µM], 8%
59) COc1ccc2cc(-c3nc(Cl)c4c5c(sc4n3)CC(C)CC5)c(=O)oc2c1 (stereo not drawn)
  -1.1%, 8%, 16%[10.9 µM], 5%
60) O=C(NC1CCCC1)C(c1ccccc1F)N(C(=O)c1ccco1)C1CCCC1 (stereo not drawn)
  2.0%, 1%, ·, 5%
61) COc1nc(-c2ccc(C)cc2)ccc1-c1noc(-c2cccnc2)n1
  -1.3%, -12%, 1%, -2%
62) COc1cccc(C2=C(C(C)=O)Sc3nncn3N2C(C)=O)c1
  ?, -28%, -11%[10.9 µM], -6%
63) Cc1ccc(CN2C(=O)CCC2C(=O)NCc2ccc3c(c2)OCO3)cc1 (stereo not drawn)
  3.9%, -2%, -6%, 6%
64) COc1ccc(C2c3c(oc4ccccc4c3=O)C(=O)N2Cc2ccncc2)cc1OC (stereo not drawn)
  0.2%, 5%, ?, 2%
65) Cc1ccc(NC(=O)CSc2nc(=O)cc(N)n2-c2ccccc2)cc1
  11%, -2%, -2%[10.9 µM], 0%
66) C=CCN1C(=O)C(CC(=O)NCC)SC1=Nc1ccc(S(N)(=O)=O)cc1 (stereo not drawn)
  -0.2%, -3%, -11%, -8%
67) O=c1c2sc3ccccc3c2n(Cc2ccccc2F)c(=O)n1CCc1ccccc1
  1.2%, ?, -9%[10.9 µM], 1%
68) Cn1cnc(S(=O)(=O)Nc2ccc(C(F)(F)F)cc2)c1
  1.3%, -7%, -3%, -10%
69) O=C(NCCC1=CCCCC1)C1CCN(C(=O)N2CCOc3ccc(Cl)cc32)CC1
  ?, 0%, 1%[10.9 µM], 14%
70) CCNc1nc(Oc2ccccc2)nc(OC(C)C(=O)OCC)n1 (stereo not drawn)
  ·, 1%, ·, -11%
71) COc1cccc2c(=O)n(CC(=O)N3CCN(c4ccccc4)CC3)ccc12
  1.1%, 17%, -14%, ?
72) COC(=O)[C@H]1C[C@H]2CC[C@H](O)C[C@H]2N1Cc1c(F)cccc1Cl
  ·, -9%, -6%, 6%
73) Cc1ccc(Cn2c(CN3CCC(C(=O)NCc4cccnc4)CC3)cc3ccccc32)cc1
  ?, -8%, -11%[10.9 µM], 12%
74) CCN1CCc2c(sc(NC(=O)c3ccc(S(=O)(=O)N4CCOCC4)cc3)c2C(N)=O)C1
  -1.8%, 5%, 6%, 10%
75) COC(=O)CCNC(=O)N1CCN(c2nnc(C)c3c(C)n(-c4ccc(Cl)cc4)nc23)CC1
  -1.5%, -16%, 7%[10.9 µM], 1%
76) CC(C)c1ccc(NC(=O)CC2Oc3ccccc3NC2=O)cc1 (stereo not drawn)
  ?, -28%, 13%[10.9 µM], -19%
77) COc1ccccc1NC(=O)c1sc2nc3c(cc2c1N)CN(Cc1ccccc1)CC3
  ?, ?, -4%[10.9 µM], ?
78) O=C(Nc1cccc(Cl)c1Cl)c1ccc2c(c1)N(Cc1cccc(Cl)c1)C(=O)c1ccccc1S2(=O)=O
  0.9%, 13%, 11%[10.9 µM], 16%

Whole records, quoted from the list. Values in the order: IkB sig inh | p53ts 39C tox | Peg3 imprint | p53ts 32C kill
Listed for CCOc1ccc(Cn2nnc(C(=O)Nc3cccc(SC)c3)c2N)cc1 → -0.3% | -19% | -9%[10.9 µM] | -5%
Listed for CC(C)NC(=O)c1ccccc1NC(=O)c1ccccc1N(C)S(C)(=O)=O → 0.7% | 7% | -1% | 0%
